DDE Tn7 FP inh: disrupts Tn7 cyclic peptide binding to fibrin D-Dimer-E complex | AID 720508 | inhibition, % at 8.3 µM | P02675 | FP displacement of FITC-Tn7 peptide from fibrin DD(E); 0% = median of compound wells per plate | 370,000 tested, 0.13% active;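 active = inhibition above the mean of compounds falling within the control limits plus 3 SD of them, cut at about 14% in these data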;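 also: 0% = plate median of compound wells and 100% = 10 µM Aha-Tn7 peptide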
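Assay system: Fibrin-DD(E) protein isolated from polymerized human fibrin clots; read-out basis: percent inhibition; medium: Tris/NaCl/CaCl2 buffer, pH 7.8; signal: FP measurement; incubation: 10 min plus 3 h, room temperature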
PLC-beta3 inh: inhibitors of human phospholipase C beta3; inhibition, % at 12.2 µM; Purified PLC-beta3, fluorogenic substrate, fluorescence; Q01970; 370,000 tested, 0.18% active; in the data active = inhibition above about 11%;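 also: 0% = median of compound wells on plate and 100% = full blocker control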
SIAE inh: inhibitors of human sialic acid acetylesterase SIAE | Q9HAT2 | SIAE FP-Rh probe binding, fluorescence polarization | inhibition, % at 9.66 µM | 370,000 tested, 0.69% active | AID 1053197;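 active = inhibition above a cutoff: mean of compounds within the control limits plus 3 SD of those, cut at about 17% in these data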;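 also: 0% = plate median of compound wells and 100% = probe without SIAE protein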
Tn6 DDE FP: DD(E)-Tn6 binding inhibition, primary FP screen. P02675. Fibrin DD(E) TRITC-Tn6 fluorescence polarization displacement. inhibition, % at 8.3 µM. 370,000 tested, 0.21% active. AID 720509;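 active = inhibition above a per-campaign cutoff: mean of compounds within control limits plus 3 SD, cut at about 15% in these data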;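 also: 0% = median of all compound wells on the plate and 100% = blocking peptide control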
ARFGAP1 inh: inhibits rat ARF GTPase activating protein 1. Arfgap1-stimulated ARF1 GTP hydrolysis, GDP FP detection. inhibition, % at 16.5 µM. 360,000 tested, 0.26% active. AID 651572;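 active = inhibition above a per-plate limit, mean inhibition of low control wells plus 3 SD, cut at about 25% in these data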;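 also: 0% = DMSO wells with enzyme and 100% = wells lacking Arfgap1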
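Material: rat Arfgap1 GAP domain (His6, aa 1-136), purified enzyme. Also added: human ARF1(Δ1-17)-GTP substrate. Compound dosing: 16.5 µM single point, 1.26% DMSO. Timing: enzyme reaction 120 min at 25 °C after 20 min preincubation. Signal: GDP detection by fluorescence polarization. Read-out basis: percent inhibition of GAP-stimulated GDP formation, scaled between DMSO and no-Arfgap1 medians.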
ADAM17 inh: ADAM17 inhibition, QFRET primary screen; recombinant ADAM17, EDANS/DABCYL FRET peptide cleavage; inhibition, % at 6.95 µM; 370,000 tested, 0.83% active; AID 720648;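 active = inhibition above the mean of compounds lying between control limits plus 3 SD, set per campaign, cut at about 8.5% in these data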;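 also: 0% = DMSO-only wells as the low control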
TDP2 absorb: TDP2 (human) inhibition, absorbance primary screen. 370,000 tested, 0.34% active. O95551. AID 720702. recombinant TDP2, T5PNP hydrolysis, p-nitrophenol absorbance 415 nm. inhibition, % at 12.8 µM;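 active = inhibition above the mean of all tested compounds plus 3 SD, set per campaign, cut at about 25% in these data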;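 also: 0% = DMSO with enzyme and 100% = buffer with substrate but no TDP2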
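System – recombinant human TDP2 · Amount – 120 nM TDP2 per well · Buffer or medium – Mg2+-containing Tris-HCl buffer, pH 7.5 · Reagent – T5PNP substrate, 5 mM · Dosing – 12.8 µM single point, 1% DMSO · Incubation – 2 h at 37 °C · Measured by – epi absorbance · Read-out basis – percent inhibition · Benchmarks – high control without enzyme, low control DMSO plus TDP2 · Repeats – singlicate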
PLC-gamma1 inh: inhibitors of human phospholipase C gamma1; purified PLC-gamma1, fluorogenic substrate, fluorescence; 370,000 tested, 0.84% active; inhibition, % at 12.2 µM; P19174; in the data active = inhibition above about 9.5%
Target sequence (P19174 whole entry, looked up): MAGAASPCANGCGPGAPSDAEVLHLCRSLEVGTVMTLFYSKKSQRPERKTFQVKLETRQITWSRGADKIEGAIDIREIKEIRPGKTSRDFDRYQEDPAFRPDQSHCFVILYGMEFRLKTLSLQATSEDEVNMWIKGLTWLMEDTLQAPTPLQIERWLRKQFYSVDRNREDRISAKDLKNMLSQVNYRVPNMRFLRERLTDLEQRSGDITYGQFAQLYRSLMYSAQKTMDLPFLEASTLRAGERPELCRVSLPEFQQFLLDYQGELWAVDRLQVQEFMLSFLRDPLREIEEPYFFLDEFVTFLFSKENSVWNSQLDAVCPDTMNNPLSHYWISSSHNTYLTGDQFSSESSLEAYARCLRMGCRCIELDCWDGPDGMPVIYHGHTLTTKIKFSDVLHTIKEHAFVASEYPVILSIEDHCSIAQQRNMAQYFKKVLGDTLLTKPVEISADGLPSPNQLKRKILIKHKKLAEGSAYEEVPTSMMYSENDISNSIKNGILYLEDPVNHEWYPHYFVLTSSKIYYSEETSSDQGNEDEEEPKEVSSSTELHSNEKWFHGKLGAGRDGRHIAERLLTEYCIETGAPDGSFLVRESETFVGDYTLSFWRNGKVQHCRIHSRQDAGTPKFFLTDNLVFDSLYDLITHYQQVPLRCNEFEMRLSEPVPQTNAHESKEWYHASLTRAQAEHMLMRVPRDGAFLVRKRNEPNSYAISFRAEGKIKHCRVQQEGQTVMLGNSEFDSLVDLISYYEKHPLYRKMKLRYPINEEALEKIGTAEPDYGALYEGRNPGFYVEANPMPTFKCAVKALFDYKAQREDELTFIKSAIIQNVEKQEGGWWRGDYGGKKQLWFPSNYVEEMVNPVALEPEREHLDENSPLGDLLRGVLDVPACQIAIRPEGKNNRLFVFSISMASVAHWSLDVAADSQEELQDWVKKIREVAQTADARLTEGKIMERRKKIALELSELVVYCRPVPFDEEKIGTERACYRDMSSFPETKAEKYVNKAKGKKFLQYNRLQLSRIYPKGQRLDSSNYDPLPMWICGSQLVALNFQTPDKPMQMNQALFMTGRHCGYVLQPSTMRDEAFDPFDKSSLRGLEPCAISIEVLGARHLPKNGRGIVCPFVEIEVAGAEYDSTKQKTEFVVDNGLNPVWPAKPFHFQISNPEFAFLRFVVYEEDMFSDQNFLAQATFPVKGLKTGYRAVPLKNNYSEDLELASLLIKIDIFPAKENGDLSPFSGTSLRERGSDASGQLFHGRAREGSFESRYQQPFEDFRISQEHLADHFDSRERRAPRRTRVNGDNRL
ADAM10 inh: ADAM10 inhibition, QFRET primary screen; recombinant ADAM10, EDANS/DABCYL FRET peptide cleavage, 3 h; inhibition, % at 7 µM; 370,000 tested, 0.62% active;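 active = inhibition above a per-campaign cutoff equal to the mean of compounds falling between control-based bounds plus 3 SD, cut at about 20% in these data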;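 also: 0% = DMSO wells while the 100% control is not disclosed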
ASAP1 GAP inh: blocks human ASAP1-stimulated Arf1 GTP hydrolysis; GDP FP detection; inhibition, % at 16.5 µM; 360,000 tested, 0.19% active; in the data active = inhibition above about 25%;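 also: 0% = vehicle with enzyme and substrate and 100% = no enzyme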
Numbers without * were called inactive; i = inactive; nt = not tested or not shown. Rows were taken by chance; any-hit rate near 3.6%.

DDE Tn7 FP inh | PLC-beta3 inh | SIAE inh | Tn6 DDE FP | ARFGAP1 inh | ADAM17 inh | TDP2 absorb | PLC-gamma1 inh | ADAM10 inh | ASAP1 GAP inh | smiles
9 | 2 | 0 | 8 | -5 | 0 | -7 | 2 | 4 | -4 | Cn1cccc1C(=O)C(=O)Nc1ccc(Cl)cc1
10 | -5 | 8 | -2 | -4 | -4 | 10 | -1 | -12 | -13 | O=C(CSC(=O)c1ccccc1)Nc1ccccc1F
6 | 5 | 3 | -2 | -5 | 1 | -2 | 80* | 6 | 9 | C=CCN(Cc1ccc(Cl)s1)C(=O)c1ccc(F)c(S(=O)(=O)N2CCOCC2)c1
4 | 1 | -1 | -2 | -4 | -3 | 0 | 1 | -5 | -1 | CCn1c(C(=O)N2CCC(C(=O)NCCCSC3CCCCC3)CC2)cc2sccc21
4 | 2 | 9 | -7 | -6 | 1 | 6 | 1 | 3 | 5 | Cc1ccc(C)c(N=Nc2nc3ccccc3n2C)c1
1 | -8 | -3 | -4 | 3 | -2 | -12 | 2 | -8 | -3 | COc1cc2c(CCNC(C)=O)c[nH]c2cc1Cl
1 | 1 | 1 | 3 | -1 | -5 | -9 | -1 | -6 | -11 | COc1ccc(CCN2C(=O)CCC2(C)c2nnnn2Cc2ccccc2)cc1OC (stereo not given)
3 | -2 | -4 | 0 | -3 | -2 | 4 | -1 | -6 | 4 | c1ccc2sc(N3CCCCC3)nc2c1

Next records follow.
DDE Tn7 FP inh | PLC-beta3 inh | SIAE inh | Tn6 DDE FP | ARFGAP1 inh | ADAM17 inh | TDP2 absorb | PLC-gamma1 inh | ADAM10 inh | ASAP1 GAP inh | smiles
-4 | 1 | -1 | 2 | -10 | -4 | 2 | -1 | -4 | 1 | CC(C)NC(=O)CN1CCN(C(c2cc3ccccc3o2)c2nnnn2C(C)(C)C)CC1 (stereo not given)
-6 | 1 | 6 | 1 | -3 | -6 | 12 | 0 | -8 | -4 | CCS(=O)(=O)N1CCN(CC2CC3C=CC2C3)CC1 (stereo not given)
-3 | -7 | -6 | -3 | nt | 3 | -4 | -1 | 0 | nt | O=C(OC12CCCN(C1)/C(=C/c1cccnc1)C2)c1cccc(F)c1 (stereo not given)
-1 | -11 | -2 | 1 | 1 | -6 | 2 | -6 | 3 | 6 | Cc1c(N(C)C)nc2ccccc2c1N
1 | 0 | -2 | 12 | 9 | -2 | -7 | -1 | -5 | 9 | CC(C)(C)OC(=O)C[C@@H]1C/C=C\C[C@H](CC(=O)N(CCO)Cc2ccccc2)C(=O)N2CCC[C@@H]2COC1=O
6 | 1 | 3 | -1 | 3 | -2 | 3 | 2 | -1 | 0 | CCC1=NC(c2ccc(Br)cc2)N(O)C1(C)C (stereo not given)
3 | 3 | 1 | 2 | -5 | 3 | -8 | 5 | 6 | 10 | CC(C)(C)OC(=O)N1CCC(C(=O)Nc2cccc(C(=O)N3CCCC3)c2)CC1
-12 | 4 | 1 | -10 | -4 | 7 | -21 | 9 | -1 | -16 | Cc1cccc(NC(=O)CN2CCN(C(=O)CNC(=O)c3ccc(-c4ccccc4)cc3)CC2)c1C

(next part)
DDE Tn7 FP inh | PLC-beta3 inh | SIAE inh | Tn6 DDE FP | ARFGAP1 inh | ADAM17 inh | TDP2 absorb | PLC-gamma1 inh | ADAM10 inh | ASAP1 GAP inh | smiles
7 | 3 | -3 | 5 | nt | -4 | -5 | 1 | -5 | nt | O=C(Nc1ccc(Br)c(C(F)(F)F)c1)[C@@H]1CC=C[C@@H]2CCN(CC3CC3)C(=O)[C@@H]21
-3 | 10 | 2 | -2 | nt | 0 | -13 | 13* | 9 | nt | COc1cc2c3cc1Oc1cc(ccc1O)C[C@@H]1c4c(cc(OC)c(O)c4Oc4ccc(cc4)C[C@@H]3N(C)CC2)CC[N+]1(C)C
3 | -35 | 2 | 4 | -4 | -20 | -23 | -25 | -44 | -5 | CCOC(=O)c1cnc2ccc(OCC)cc2c1NCCCN1CCOCC1
0 | 4 | -5 | -3 | -3 | -3 | -9 | -1 | 5 | 4 | O=C(COC(=O)C1COc2ccccc2O1)Nc1cccc(Cl)c1 (stereo not given)
-3 | -11 | -1 | 2 | 1 | 0 | -3 | -2 | 3 | 0 | CCCCCCc1nnc(NC(=O)c2ccco2)s1
-6 | 3 | 5 | 4 | 4 | 2 | 6 | 1 | -5 | -9 | CCOC(=O)N1CCC(N2C(=O)c3ccccc3C2Nc2cc(Cl)c(OC)cc2OC)CC1 (stereo not given)
0 | -1 | -1 | -1 | -2 | -3 | 1 | 0 | -5 | -4 | CCN(C[C@H]1N[C@@](C)(C(=O)OC)[C@H]2C(=O)N(C)C(=O)[C@@H]12)C(=O)Nc1ccc(Cl)cc1
-7 | 2 | 2 | -3 | 1 | -1 | 6 | 0 | -10 | 2 | O=c1[nH]c(SCCc2ccccc2)nc2c1CCC2

Further results
DDE Tn7 FP inh | PLC-beta3 inh | SIAE inh | Tn6 DDE FP | ARFGAP1 inh | ADAM17 inh | TDP2 absorb | PLC-gamma1 inh | ADAM10 inh | ASAP1 GAP inh | smiles
-2 | -2 | 4 | -1 | 5 | -1 | 9 | 4 | 3 | -7 | COc1ccc(CNC(=O)OC2CC3CC2[C@H]2CCCCN2C3=O)cc1 (stereo not given in full)
-1 | 0 | -1 | 9 | -13 | 0 | 0 | 0 | -4 | -13 | CC(=O)c1cc(CN2CCN(Cc3ccc(C)cc3)C(CCO)C2)cs1 (stereo not given)
-2 | -2 | 1 | -10 | -1 | -5 | 4 | -2 | 0 | -8 | CCCCN(CCCC)C(=O)CSc1nnc(-c2cc(OC)c(OC)c(OC)c2)o1
7 | 1 | 3 | 0 | 3 | -2 | 12 | -2 | 0 | -6 | O=C(COC(=O)c1sc2ccccc2c1Cl)NC1CCCCC1
5 | -16 | -11 | 10 | 1 | -14 | -8 | -10 | -53 | -3 | COc1ccccc1/C=C/C(=O)N1CCN(S(=O)(=O)c2cccs2)CC1
-4 | -28 | -9 | -10 | 6 | -174 | -23 | -26 | -408 | 11 | Cn1c2ccc(F)cc2c2ncn(Cc3ccccn3)c(=O)c21
-2 | -6 | -4 | 1 | -2 | -1 | 2 | -2 | -15 | 19 | Cc1ccc(CNC(=O)COc2cc(O)c3c(c2)OC(C)(C)CC3=O)cc1
-3 | -2 | -4 | -2 | 2 | -5 | -3 | 0 | -13 | -3 | CCc1nonc1NC(=O)c1oc2ccc(Br)cc2c1C

More records.
DDE Tn7 FP inh | PLC-beta3 inh | SIAE inh | Tn6 DDE FP | ARFGAP1 inh | ADAM17 inh | TDP2 absorb | PLC-gamma1 inh | ADAM10 inh | ASAP1 GAP inh | smiles
0 | -2 | -4 | 1 | 0 | -1 | 3 | -2 | -1 | 1 | CCOC(=O)c1[nH]c2ccc(OC)cc2c1NC(=O)/C=C/c1ccc2c(c1)OCO2
3 | 5 | -5 | -1 | 11 | 2 | -10 | 8 | 2 | 7 | COc1cc(NC(=O)CSc2nnc3c(n2)[nH]c2ccc(S(=O)(=O)NC(C)C)cc23)cc(OC)c1OC
3 | i | -1 | -5 | -4 | -419 | 2 | i | i | -12 | O=C(NC1CCS(=O)(=O)C1)c1cc2c(=O)n3ccccc3nc2n1Cc1ccccc1 (stereo not given)
4 | -5 | 0 | -1 | 2 | -1 | 5 | -3 | -6 | -1 | Cc1cc(NC(=O)CCC(=O)N(CCC(C)C)C(C(=O)NCC2CCCO2)c2ccccc2C)no1 (stereo not given)
-2 | -9 | -7 | 1 | 12 | -5 | -5 | -3 | -9 | 3 | NC(=O)c1ccc(SCC(=O)OCC(=O)N2CCCCC2)c([N+](=O)[O-])c1
-7 | 1 | 2 | -2 | 1 | 2 | 0 | -3 | 2 | 12 | CCCSc1cc(N)cc([N+](=O)[O-])c1
0 | -2 | 1 | 6 | 0 | 0 | -11 | 3 | -1 | 10 | CCOc1ccccc1C1CC(c2cccs2)=NN1S(C)(=O)=O (stereo not given)
6 | -7 | 2 | 1 | 6 | 0 | -4 | 0 | 6 | -3 | O=C(CCCN1C(=O)/C(=C\c2ccccc2)SC1=S)Nc1cccc(C(=O)O)c1

More results follow:
DDE Tn7 FP inh | PLC-beta3 inh | SIAE inh | Tn6 DDE FP | ARFGAP1 inh | ADAM17 inh | TDP2 absorb | PLC-gamma1 inh | ADAM10 inh | ASAP1 GAP inh | smiles
0 | -6 | 6 | -5 | -3 | 1 | -12 | 0 | -4 | -1 | CC(C)c1ccc(NCCC(=O)c2cccs2)cc1
4 | 4 | -2 | 6 | nt | -2 | 9 | -1 | -4 | nt | CCOC(=O)CNC(=O)CSc1nc2ccccc2c(=O)n1-c1ccc(Cl)cc1
-6 | 2 | -3 | 0 | 6 | -5 | 4 | 1 | -2 | -1 | CCOC(=O)CNC(=O)c1ccc(C)cc1
10 | -8 | 4 | 3 | -4 | -4 | -1 | 0 | 1 | -15 | O=C(Cc1ccccc1F)Nc1ccccc1N1CCCC1
-1 | 2 | -1 | -4 | nt | -3 | 7 | 1 | 5 | nt | Cc1cc(C)nc(NC(=S)N2CCN(c3ccc(Cl)c(Cl)c3)CC2)c1
-1 | -4 | -16 | 1 | 0 | -2 | 11 | -3 | -2 | 8 | Cc1cc(NC(=O)CSc2nc3[nH]c(=O)cc(O)c3s2)ccc1Br
2 | -5 | -2 | 1 | 9 | -5 | 8 | -3 | 3 | 11 | COc1ccc(NC(=O)/C=C/c2ccco2)cn1
-2 | 2 | 4 | 2 | -15 | 1 | 0 | 3 | -7 | 14 | Cc1ccccc1CN(C)CC(=O)Nc1ccccc1Oc1ccccc1

New compounds follow
DDE Tn7 FP inh | PLC-beta3 inh | SIAE inh | Tn6 DDE FP | ARFGAP1 inh | ADAM17 inh | TDP2 absorb | PLC-gamma1 inh | ADAM10 inh | ASAP1 GAP inh | smiles
0 | 4 | -2 | 1 | -5 | -4 | 8 | 3 | 0 | -7 | O=C(CCc1ccccc1)NCCCN1CCOCC1
-4 | -1 | -2 | -1 | -2 | 4 | -15 | 3 | -4 | 7 | COC(=O)c1ccccc1NC(=O)/C=C/C(=O)O
1 | 0 | 2 | -1 | 4 | 0 | 7 | -3 | -4 | -5 | CCc1nc2ccc(C(=O)Nc3ccc(C(N)=O)cc3)cn2c1N(CCC(C)C)CCN(C)C
-6 | 2 | -8 | -9 | -4 | 0 | -6 | 5 | 6 | -1 | CCN(C(=O)CSc1nnc(-c2c[nH]c3ccccc23)o1)C1CCS(=O)(=O)C1 (stereo not given)
3 | 1 | -41 | 3 | 17 | 2 | -1 | 3 | 14 | 0 | COc1ccc2c(c1)C(=O)N1[C@H]3c4cc(Cl)ccc4OC[C@@H]3[C@H](c3ccccc3)[C@]1(C)C(=O)N2
0 | -91 | 0 | -12 | 12 | -4 | -8 | -73 | -15 | 4 | COC(=O)C1=C(C)NC2=C(C1c1ccc(O)cc1)S(=O)(=O)c1ccccc12 (stereo not given)

Compound activity (PubChem BioAssay)
